From PubChem
BLM helicase inh: blocks DNA unwinding by human BLM helicase. P54132. recombinant BLM DNA unwinding, fluorescence dequenching. Potency, µM (series often up to 56.1 µM), for inactives: top-dose activity change, negative = inhibition, actives largely listed as inhibitors. hit rate 0.2% among 350,000;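 also: plate controls were vehicle for no effect and no enzyme for full effect; nearly all actives have a fitted effect of over 35% in size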
Pol beta inh: DNA polymerase beta (human) inhibition; hit rate 1.3% among 340,000; Potency, µM (highest dose often 114 µM), for the others: at the highest dose activity change, negative = inhibition, usual class: inhibitors; AID 485314; P06746; Pol beta primer extension/strand displacement, fluorescence kinetic; also: % is scaled to controls: 0 for no effect and ±100 for the full control effect
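Preincubation: enzyme (10 nM) with compound, 15 min, RT. Reaction: substrate added to 50 nM final. Reads: 0 and 10 min. Analysis: normalized, Hill fit.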
G9a block: inhibitors of human histone lysine methyltransferase G9a. G9a H3K9 monomethylation, AlphaScreen, 2 h. Potency, µM (series often up to 102 µM), without a hit: at the top dose activity, negative = inhibition, actives largely listed as inhibitors. hit rate 8.8% among 350,000. AID 504332; also: % is scaled to controls: 0 for no effect and ±100 for the full control effect; nearly all actives have a fitted effect of over 75% in size
Target sequence (Q96KQ7 913-1193 limits assumed): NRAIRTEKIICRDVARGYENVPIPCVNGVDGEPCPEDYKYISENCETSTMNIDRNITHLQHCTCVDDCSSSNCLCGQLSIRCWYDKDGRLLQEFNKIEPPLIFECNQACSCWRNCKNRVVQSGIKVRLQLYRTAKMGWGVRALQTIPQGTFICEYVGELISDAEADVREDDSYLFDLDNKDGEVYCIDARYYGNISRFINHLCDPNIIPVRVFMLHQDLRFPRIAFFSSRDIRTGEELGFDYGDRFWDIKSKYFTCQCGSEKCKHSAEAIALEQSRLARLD
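Signal arises when biotinylated H3K9 peptide, once monomethylated, bridges streptavidin donor and antibody-captured acceptor beads. Enzyme at 20 nM was preincubated 15 min with test compounds; peptide 500 nM and SAM 20 uM then reacted for 2 h.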
JMJD2A Tudor: blocks the human JMJD2A Tudor domain. AlphaScreen JMJD2A-Tudor / H3K4me3 peptide binding. Potency, µM (series often up to 114 µM), for the others: at the highest dose activity change, negative = inhibition, usual class: inhibitors. hit rate 4.4% among 390,000; also: % is scaled to controls: 0 for no effect and ±100 for the full control effect; nearly all actives have a fitted effect of over 50% in size
BAZ2B block: inhibitors of human BAZ2B bromodomain. Q9UIF8. AlphaScreen BAZ2B-H3K14Ac peptide displacement. Potency, µM (titrated, usually from 114 µM), for inactives: at the top dose activity change, negative = inhibition, usual class: inhibitors. hit rate 4.4% among 360,000; also: % is scaled to controls: 0 for no effect and ±100 for the full control effect; nearly all actives have a fitted effect of over 60% in size
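BAZ2B (50 nM) with biotin-H3(5-23)K14Ac peptide (50 nM) in PBS pH 7.4, 0.01% Tween-20, preformed 30 min, then compound 30 min at room temperature; top concentration 110uM. AlphaScreen streptavidin donor/nickel chelate acceptor beads (10 ug/mL final), 20 min dark, signal read.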
Pol iota inh: blocks human DNA polymerase iota activity | Q9UNA4 | Pol iota fluorescent replication assay, 10 min | Potency, µM (doses to about 115 µM), without a hit: at the highest dose activity, negative = inhibition, usual class: inhibitors | hit rate 1% among 390,000 | AID 588590
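Pol iota at 10 nM preincubated 15 min with compounds at room temperature; reaction started with fluorescent substrate, 50 nM final. Fluorescence read kinetically at 0 and 10 min; buffer-only wells as negative control.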
POLK inh: DNA polymerase kappa (human) inhibition | Q9UBT6 | purified Pol kappa, fluorescent DNA synthesis assay, 10 min | Potency, µM (highest dose often 107 µM), inactives show top-dose activity, negative = inhibition, usual class: inhibitors | hit rate 0.53% among 400,000 | AID 588579; also: % is scaled to controls: 0 for no effect and ±100 for the full control effect
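Here, compound and 10 nM enzyme are combined for 15 min at room temperature; adding 50 nM substrate (final) starts DNA synthesis, tracked by fluorescence at 0 and 10 min against buffer-only wells.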
POLH inh: blocks human DNA polymerase eta activity. Q9Y253. recombinant Pol eta, fluorescent DNA replication assay. Potency, µM (doses to about 114 µM), for inactives: top-dose activity change, negative = inhibition, hits mostly inhibitors. hit rate 1.2% among 390,000. AID 588591; also: % is scaled to controls: 0 for no effect and ±100 for the full control effect
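Pol eta at 10 nM preincubated with compounds 15 min at room temperature; reaction started with fluorescent substrate (50 nM final) and read kinetically at 0 and 10 min.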
APE1 inh: inhibitors of human APE1 endonuclease; recombinant APE1, TAMRA/BHQ-2 abasic DNA cleavage fluorescence; hit rate 0.35% among 350,000; Potency, µM (highest dose often 65.8 µM), for the others: at the highest dose activity change, negative = inhibition, usual class: inhibitors; P27695;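 also: plate controls were vehicle for no effect and reference inhibitor for full effect; nearly all actives have a fitted effect of over 55% in size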
Target sequence (P27695 whole entry, looked up): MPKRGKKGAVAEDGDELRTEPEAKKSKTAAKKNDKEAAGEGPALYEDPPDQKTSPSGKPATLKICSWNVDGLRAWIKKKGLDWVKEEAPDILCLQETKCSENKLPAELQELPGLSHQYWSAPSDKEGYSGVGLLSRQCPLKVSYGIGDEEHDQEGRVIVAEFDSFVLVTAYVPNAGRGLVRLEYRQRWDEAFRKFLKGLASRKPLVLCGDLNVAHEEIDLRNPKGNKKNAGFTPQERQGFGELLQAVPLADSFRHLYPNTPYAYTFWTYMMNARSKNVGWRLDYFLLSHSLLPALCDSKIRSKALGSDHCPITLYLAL
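Activity was derived from the fluorescence gain between first and third kinetic reads (60 s intervals, ex 525/em 598 nm) after 50 nM THF-abasic TAMRA/BHQ-2 duplex was added to 0.75 nM APE1 preincubated 15 min with compound.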
* hit, by the source's call; ? = inconclusive; . = not tested or not shown; [ ] = another dose, or the depositor's remark. Calls follow the shape of the dose curve; as a rule, active = well fitted curve in the direction sought with a large enough effect; inconclusive = small, poorly fitted or top-dose-only effect, or another doubt; inactive = no such curve, though single readings can be large; an effect the other way counts as inactive or inconclusive. Potency is read from the fitted curve at half-maximal effect. Not all compounds are listed; rates above refer to the full screens.

Every second line gives: BLM helicase inh	Pol beta inh	G9a block	JMJD2A Tudor	BAZ2B block	Pol iota inh	POLK inh	POLH inh	APE1 inh
1. CC(=O)c1ccc(NC(=O)c2ccc3c(Cl)c4c(nc3c2)CCCC4)cc1
  ?	?	-10%[59 µM]	-31%	-4%	?	-6%	?	21%
2. COCCNC(=O)c1ccccc1-c1nc(-c2ccccc2Cl)no1
  -9%	0%	-40%[12.7 µM]	-19%	0%	-10%	2%	-12%	-2%
3. COC(=O)C1C(=O)C2=C(CC1C)Nc1ccccc1NC2c1cccs1 (stereo not given)
  0%	-24%	-32%	1%	-6%	19%	-3%	-19%	-1%
4. Cc1ccccc1CSc1nnc(C)c(=O)[nH]1
  2%	-8%	-2%[59 µM]	2%	12%	15%	4%	-23%	14%
5. CC(C)(C)NC(=O)COC(=O)c1ccc(NC(=O)CC#N)cc1
  -1%	8%	11%	-12%	-9%	46%[activator]	-6%	-14%	7%
6. Cc1cc(N=NC(=O)c2ccccc2O)c2ccccc2c1O
  -12%	-19%	-4%	?	-38%	17%	-3%[60.1 µM]	-15%	-2%
7. Cc1ccnc(NC(=O)Nc2ccc3c(c2)OCO3)c1
  -14%	6%	-17%	3%	0%	65%[activator]	-5%	-21%	0%
8. CCOC(=O)C1C(c2ccccc2)C(C(=O)OCC)C1c1ccccc1 (stereo not given)
  6%	-3%	25%[59 µM]	1%	0%	25%	-3%	-3%	13%
9. CNc1ncc(C(=O)C(C)(C)C)s1
  -1%	-14%	2%[12.7 µM]	5%	-4%	-4%	10%	-11%	6%
10. COCCNc1nc(-c2ccccc2)nc2ccccc12
  -7%	1%	12%	-10%	-17%	39%[activator]	-6%	-1%	-3%
11. Cc1ccc(Cl)cc1NC(=O)COC(=O)CC1CCCCC1
  .	.	-52%[59 µM]	12%	30%	6%	-12%	-16%	-5%
12. COC(=O)Cc1ccc(NC(=S)NCCO)cc1
  0%	-3%	-7%	3%	-1%	145%[activator]	1%	-27%	20%
13. O=c1c(-c2ccc(F)cc2)nc2cncnc2n1C1CC1
  3%	.	-20%[12.7 µM]	.	.	.	0%[60.1 µM]	.	3%
14. CC(C)Oc1ccc(CN2CCC(n3nccc3NC(=O)c3cccnc3)CC2)cc1
  0%	-1%	2%[0.501 µM]	?	-36%	-3%	-8%	-14%	8%
15. CC(C)(C)c1cc(C(=O)Nc2ccccc2)ccn1
  -1%	-9%	-7%[59 µM]	-4%	4%	8%	4%	-4%	6%

Among those listed so far, these have a tert-butyl group:
Every second line gives: BLM helicase inh	Pol beta inh	G9a block	JMJD2A Tudor	BAZ2B block	Pol iota inh	POLK inh	POLH inh	APE1 inh
5. CC(C)(C)NC(=O)COC(=O)c1ccc(NC(=O)CC#N)cc1
  -1%	8%	11%	-12%	-9%	46%[activator]	-6%	-14%	7%
9. CNc1ncc(C(=O)C(C)(C)C)s1
  -1%	-14%	2%[12.7 µM]	5%	-4%	-4%	10%	-11%	6%
15. CC(C)(C)c1cc(C(=O)Nc2ccccc2)ccn1
  -1%	-9%	-7%[59 µM]	-4%	4%	8%	4%	-4%	6%

Later entries
Every second line gives: BLM helicase inh	Pol beta inh	G9a block	JMJD2A Tudor	BAZ2B block	Pol iota inh	POLK inh	POLH inh	APE1 inh
16. CCOc1ncccc1C(=O)Nc1cc(S(=O)(=O)N2CCOCC2)ccc1OCC(F)(F)F
  .	.	.	-11%	.	-29%	-1%	-15%	-2%
17. CN1CCN(S(=O)(=O)NC[C@H]2O[C@@H](n3cnc4c(N)ncnc43)[C@H](O)[C@@H]2O)CC1
  .	.	.	-11%	.	?	-7%	-8%	2%
18. O=C(Nc1ccc2c(c1)CCC2)c1cccc(OC(F)F)c1
  .	.	.	5%	.	41%[activator]	-13%	-27%	.
19. CCn1ccc(C(=O)Nc2ccc(S(=O)(=O)Nc3ccccc3OC)cc2)n1
  -5%	-3%	-6%	-6%	?	1%	-19%	-16%	3%
20. O=C(NCc1ccccc1)c1cc(=O)nc2sc(-c3ccccc3)nn12
  1%	1%	3%	1%	11%	-7%	-8%	-7%	-7%
21. O=C(CCCN1C(=O)C2CC=CCC2C1=O)Nc1ccccc1Cl (stereo not given)
  -1%	-14%	.	-1%	-5%	60%[activator]	2%	-14%	4%
22. C=CCn1c(SCCC)nc2sc3c(c2c1=O)CCc1ccccc1-3
  0%	20%	?	48%[activator]	4%	-16%	-8%	-14%	12%
23. Cc1ccc(NC(=O)c2ccccc2NS(=O)(=O)c2ccc(Cl)s2)cc1
  -6%	-19%	4%[59 µM]	-22%	2%	-17%	4%	-11%	16%
24. CCc1cc(-c2nc(N)ncc2-c2csc(C)n2)c(O)cc1OC
  -9%	-26%	-11%	?	?	12%	-5%	-21%	-7%
25. Nc1nnc(SCC(=O)NNC(=O)c2ccccc2)s1
  .	.	?	-14%	-10%	22%	-3%	-7%	-8%
26. CC(OC(=O)Cn1cnc2c1c(=O)n(C)c(=O)n2C)C(=O)NC1(C#N)CCCCC1 (stereo not given)
  .	.	-3%	3%	-3%	-18%	-5%	-6%	-3%
27. O=c1c2ccccc2nc(/C=C/c2ccc(Br)cc2)n1CCCO
  1%	-7%	-51%	-15%	-16%	-19%	-4%	4%	30%
28. COc1ccc(S(=O)(=O)N2CCC3(CC2)CC(=O)c2ccccc2O3)cc1
  .	.	-21%	-6%	-3%	24%	-4%	-23%	31%
29. COc1cc(CN(C)Cc2cc(=O)oc3cc(C)c(Cl)cc23)ccc1OC(F)F
  -5%	-13%	-41%	12%	-12%	12%	2%	-26%	41%
30. O=C(CCNS(=O)(=O)c1ccccc1F)NC1CCCCCC1
  .	.	2%[59 µM]	-10%	11%	0%	3%	-2%	-8%
31. Nc1ccccc1C(=O)NNC(=O)C(=O)/C=C(\O)c1ccccc1
  -5%	-29%	?	-29%	?	145%[activator]	-4%	-14%	2%
32. COc1ccc(S(=O)(=O)n2nc(-c3ccco3)nc2NCc2ccc(OC)c(OC)c2)cc1
  -2%	0%	?	-36%	-35%	11%	-7%	-20%	.
33. Cn1nnnc1SCC(=O)NNC(=O)c1ccc(Br)cc1
  1%	27%	1%	-4%	.	43%[activator]	-1%	13%	9%
34. Cc1cccc(-c2ncc(CN3CCC(CO)(CCCc4ccccc4)CC3)cn2)c1
  -11%	-11%	-49%	-36%	-29%	-7%	1%	-14%	12%
35. CCN(CC)c1ccc(C=Nc2ccc(N(C)C)cc2)c(O)c1
  -5%	27%	0.56µM*	56µM*	32µM*	?	-25%	7%	1%
36. CC1(C)OC(C)(C)/C(=C/Nc2ccccc2)C1=O
  5%	19%	-2%	-22%	-10%	33%[activator]	-4%	-13%	-4%
37. COc1ccc(N(CC(=O)NCc2ccc3c(c2)OCO3)S(=O)(=O)c2ccccc2[N+](=O)[O-])c(OC)c1
  -4%	31%	22%	-20%	-21%	9%	-10%	-6%	19%
38. CC(=O)c1ccc(N2CCN(C(=O)c3ccco3)CC2)c(F)c1
  4%	14%	?	-30%[11.4 µM]	-5%	-2%	-2%	-14%	0%
39. COc1ccc(N(C)S(=O)(=O)c2cccc3nsnc23)cc1
  -1%	18%	0%	-22%	-2%	13%	-10%	-2%	-3%
40. NC(=O)CCn1nc(-c2ccc(Cl)cc2)c2ccccc2c1=O
  0%	-2%	-35%[12.7 µM]	14%[11.4 µM]	0%	5%	-13%	-8%	2%
41. CCCCc1cc2c(c(NC(C)=O)n1)c(=O)oc1ccccc12
  -3%	1%	26%	.	1%	.	.	.	0%
42. O=C(N/N=C/c1cccnc1)c1ccc2c(c1)OCO2
  -5%	2%	-7%	9%	-16%	-5%	7%	-4%	9%
43. CCOc1ccc(CCNC(=O)CN2C(=O)COc3ccc(S(=O)(=O)N4CCCC4)cc32)cc1
  -1%	16%	9%[59 µM]	-3%	?	5%	2%	-8%	.
44. O=C(C1CCC1)N1CCC(O)(c2cccc(F)c2)CC1
  -2%	5%	-6%[59 µM]	-8%	-5%	10%	-15%	0%	26%
45. COc1cc(NC(=O)CCCNC(=O)Cn2cnc3sc4c(c3c2=O)CCCC4)cc(OC)c1OC
  -5%	8%	30%	-5%	6%	69%[activator]	-16%	-1%	-16%
46. Nc1c(C(=O)O)sc2nc(-c3ccc(F)cc3)cc(-c3ccccc3)c12
  -1%	-17%	?	-23%	-16%	15%	14%	-1%	-1%
47. COc1cc(OC)cc(C(=O)NCCCNC(=O)c2ccccn2)c1
  2%	-1%	8%	-2%	-22%	23%	0%	-8%	-1%
48. COC(=O)c1ccc(=O)n(CC(=O)c2ccc(Cl)cc2)c1
  2%	11%	11%	-12%	-17%	97%[activator]	-9%	-13%	2%
49. O=C(CCCCC(=O)Nc1c(I)cc(I)c(C(=O)O)c1I)Nc1c(I)cc(I)c(C(=O)O)c1I
  2%[21.4 µM]	.	20%[21.5 µM]	-33%	.	3%	0%	-4%	6%[21 µM]
50. CCCc1c(C)nc2ccc(OC)cc2c1SCCC(=O)O
  4%	-5%	24%[59 µM]	-15%	-5%	9%	1%	-4%	-2%
51. COc1cc(/C=N/NC(=O)c2nc(C)cc(C)n2)ccc1O
  0%	8%	18%[12.7 µM]	-6%	3%	-2%	-8%	1%	10%
52. O=C(CSc1nnc(Cc2ccccc2)n1C1CCCCC1)N1CCOCC1
  -1%	-1%	-1%[12.7 µM]	-14%	1%	3%	-2%	1%	-19%
53. Cc1cc2cc(CN(Cc3ccc4c(c3)OCO4)Cc3nnnn3C3CCCC3)c(=O)[nH]c2cc1C
  0%	-10%	-8%[59 µM]	-3%	.	24%	5%	-16%	4%
54. O=C(CCNC(=O)c1ccco1)Nc1cccc(C(F)(F)F)c1
  2%	23%	4%	-6%	7%	22%	3%	-3%	7%
55. O=C(COc1ccc(Cl)cc1)N1CCN(c2ccc([N+](=O)[O-])c(N3CCCCC3)c2)CC1
  -6%	1%	?	?	-36%	-4%	-9%	1%	-4%
56. CC(=O)OCC(OC(C)=O)C(OC(C)=O)C(OC(C)=O)C(=O)Nc1ccccc1C (stereo not given)
  -4%	40%	-22%	-12%	3%	0%	-18%	3%	18%
57. COc1cc(NC(=O)c2cc(-c3ccc(C)cc3)on2)cc(OC)c1OC
  2%	2%	4%[0.501 µM]	-13%	16%	8%	7%	-4%	-14%
58. COc1ccc(C)cc1S(=O)(=O)N(C)CC(=O)NC1CCCCCC1
  0%	11%	4%	-4%	-2%	7%	2%	-11%	18%
